Compound activity deposited in PubChem BioAssay by National Center for Advancing Translational Sciences (NCATS).
TDP-43 yeast inh: rescues yeast growth from TDP-43 toxicity; TDP-43 expressing yeast growth rescue, BacTiter-Glo, 24 h; Potency, µM (doses to about 46.1 µM), without a hit: at the top dose growth rescue (activation), most hits filed as activators; actives 1.8% (n = 410,000); AID 652104; also: potency is read from the fitted curve at half-maximal effect; % of control where 0% means no effect; nearly all actives have a fitted effect of over 50% in size
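Cell-based yeast growth screen: TDP-43 expression induced in galactose, inoculum OD600=0.02 after raffinose pregrowth to mid-log. Read-out BacTiter-Glo luminescence at 24 hr, 30 deg C; inhibition of toxicity seen as signal increase.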
HEK293 tox: cytotoxicity in counter-screen for GLP-1R inverse agonists; HEK293 cAMP-luciferase reporter cells, luminescence, 24 h; Potency, µM (titrated, usually from 38.3 µM), for inactives: at the top dose activity change, negative = inhibition, hits mostly inhibitors; actives 0.13% (n = 410,000); AID 624418;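 also: loss of luciferase light is scored as toxicity; potency is read from the fitted curve at half-maximal effect; % is scaled to controls: 0 for no effect and ±100 for the full control effect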
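To flag toxic compounds, the library was rerun on cells for 24 hr at 37 deg C and 5% CO2. Viability-linked luminescence was captured 12 min after adding luciferase detection reagent.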
GLP1R inv ag: inverse agonists of human GLP-1 receptor. actives 1.6% (n = 410,000). Potency, µM (titrated, usually from 38.3 µM), for the others: top-dose activity change, negative = inhibition, usual class: inhibitors. HEK293 GLP-1R CRE-luciferase, luminescence, 24 h; GLP-1R form is constitutively active. AID 624417; also: potency is read from the fitted curve at half-maximal effect; % is scaled to controls: 0 for no effect and ±100 for the full control effect; nearly all actives have a fitted effect of over 55% in size
Target sequence (P43220 whole entry, looked up): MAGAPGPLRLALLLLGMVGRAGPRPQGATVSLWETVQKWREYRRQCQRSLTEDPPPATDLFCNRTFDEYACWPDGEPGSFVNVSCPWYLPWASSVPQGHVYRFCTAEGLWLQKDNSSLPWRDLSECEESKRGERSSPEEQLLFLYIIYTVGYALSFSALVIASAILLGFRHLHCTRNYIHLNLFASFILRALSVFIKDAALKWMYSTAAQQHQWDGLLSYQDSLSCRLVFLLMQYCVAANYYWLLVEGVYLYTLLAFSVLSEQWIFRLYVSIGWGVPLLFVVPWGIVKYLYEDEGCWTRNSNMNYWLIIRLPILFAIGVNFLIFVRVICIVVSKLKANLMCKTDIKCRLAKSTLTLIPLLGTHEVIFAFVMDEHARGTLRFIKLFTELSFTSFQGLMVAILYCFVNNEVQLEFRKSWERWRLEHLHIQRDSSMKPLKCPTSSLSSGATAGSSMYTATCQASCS
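Stable HEK293 clone (constitutively active GLP-1R + cAMP-response luciferase); 200 cells/uL plated, 12 h pre-culture, compound 24 hr, 37 deg C/5% CO2; detection reagent 12 min RT; luminescence.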
Akt phos inh: Akt phosphorylation inhibition; Neuro2A IGF-stimulated pAkt S473 HTRF, 20 min; hits give low values; activity change, % for hits at 50 µM; actives 0.32% (n = 360,000); AID 651550; in the data active = activity change below about -80%; inconclusive = mostly about -51% to -80%; also: % is scaled to controls: 0 for no effect and ±100 for the full control effect
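Neuro2A cells in DMEM with 0.5% FBS, overnight at 37 deg C, given compound at single 50 µM final, then IGF (6 nM final) for 20 min at 37 deg C. Lysed; phospho-Akt Ser473 by HTRF after 24 h, 665/615 ratio.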
aSyn rescue: inhibitors of alpha-synuclein toxicity in yeast | AID 652106 | Potency, µM (titrated, usually from 46.1 µM), inactives show top-dose growth rescue (activation), usual class: activators | Yeast expressing alpha-synuclein, growth rescue, BacTiter-Glo, 24 h | actives 0.14% (n = 370,000); also: potency is read from the fitted curve at half-maximal effect; % of control where 0% means no effect; nearly all actives have a fitted effect of over 65% in size
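Rescue of yeast growth: cells expressing toxic alpha-synuclein, induced in galactose at OD600 0.02, incubated with compound 24 h at 30 C. ATP luminescence quantified growth; inhibitors of toxicity appear as activators.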
Abeta yeast res: compounds reversing amyloid beta toxicity in yeast; actives 0.063% (n = 410,000); Potency, µM (top dose mostly 46.1 µM), without a hit: top-dose growth rescue, hits mostly activators; yeast expressing A-beta42, growth rescue, OD600, 48 h; response scale: 0% DMSO, 100% iron-clioquinol control; also: potency is read from the fitted curve at half-maximal effect; nearly all actives have a fitted effect of over 55% in size
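Yeast A-beta toxicity model in growth medium with pinned compounds, 48 h at 30 C; growth read as absorbance at 600 nm. Normalized to FeCl3/clioquinol equimolar mix (positive) and DMSO (negative).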
FUS suppressor: suppressors of FUS proteinopathy in yeast; actives 0.24% (n = 390,000); S. cerevisiae FUS-expressing, growth rescue, OD600, 24 h; Potency, µM (top dose mostly 76.6 µM), for inactives: at the highest dose growth rescue (activation), actives largely listed as activators;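 also: potency is read from the fitted curve at half-maximal effect; plate controls were DMSO vehicle for no effect and reference control for full effect; nearly all actives have a fitted effect of over 55% in size; some results filed as inactive show a strong effect at the top dose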
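Galactose (2%) drives FUS expression in yeast precultured in raffinose; seeding density OD 0.005. Test compounds incubated 24hr at 30C and 99% humidity before absorbance at 600 nm was measured.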
Mm-Cpn inhibitor: inhibitors of Methanococcus maripaludis chaperonin (MmCpn). Potency, µM (top dose mostly 76.9 µM), for the others: at the highest dose activity, negative = inhibition, most hits filed as inhibitors. actives 0.031% (n = 330,000). purified Mm-Cpn ATPase, ADP Transcreener TR-FRET; also: potency is read from the fitted curve at half-maximal effect; % is scaled to controls: 0 for no effect and ±100 for the full control effect; nearly all actives have a fitted effect of over 80% in size
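Compound-treated chaperonin, 25 nM final, turns over 10 uM ATP at 37°C for 30 min following a 10 min preincubation; ADP generated competes with ADP-d2 for Eu-cryptate antibody, lowering FRET.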
PTHR1 ag: PTHR1 (human) receptor agonism | Q03431 | HEK293 GP2 PTHR1 cells, GloSensor cAMP luminescence, 1 h | Potency, µM (titrated, usually from 115 µM), for inactives: at the top dose activation, usual class: activators | actives 0.075% (n = 410,000) | AID 743266; also: potency is read from the fitted curve at half-maximal effect; nearly all actives have a fitted effect of over 55% in size; some results filed as inactive show a strong effect at the top dose; inactives centre near -15; many of its hits are not listed in these tables
Target sequence (Q03431 whole entry, looked up): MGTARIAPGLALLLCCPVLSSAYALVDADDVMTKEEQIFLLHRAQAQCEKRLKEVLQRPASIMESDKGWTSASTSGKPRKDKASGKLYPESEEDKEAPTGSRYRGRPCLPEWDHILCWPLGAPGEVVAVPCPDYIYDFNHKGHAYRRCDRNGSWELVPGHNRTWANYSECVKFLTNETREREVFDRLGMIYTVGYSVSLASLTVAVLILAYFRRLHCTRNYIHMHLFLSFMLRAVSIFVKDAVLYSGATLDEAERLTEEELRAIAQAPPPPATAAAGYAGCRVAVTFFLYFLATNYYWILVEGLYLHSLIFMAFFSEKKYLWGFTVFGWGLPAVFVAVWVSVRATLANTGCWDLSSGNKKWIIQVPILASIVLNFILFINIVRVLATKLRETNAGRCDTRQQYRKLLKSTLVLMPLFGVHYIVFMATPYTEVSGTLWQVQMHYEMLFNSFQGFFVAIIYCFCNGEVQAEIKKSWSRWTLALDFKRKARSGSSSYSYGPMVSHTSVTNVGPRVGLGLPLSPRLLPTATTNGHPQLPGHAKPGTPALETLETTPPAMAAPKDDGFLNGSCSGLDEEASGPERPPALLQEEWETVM
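HEK-293-derived GP2 cells expressing PTHR1 and a GloSensor cAMP reporter, 3,000/well, plated overnight, given luciferin plus IBMX (each 0.5 mM as added) for 1 h at 37 °C, then compound for 1 h at 37 °C. Luminescence was read after 15 min at room temperature.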
Numbers without * were called inactive; i = inactive; ? = inconclusive; nt = not tested or not shown; & = joins results of further samples; [ ] = remark or other dose. Unless noted, calls follow the shape of the dose curve; as a rule, active = well fitted curve in the direction sought with a large enough effect; inconclusive = small, poorly fitted or top-dose-only effect, or another doubt; inactive = no such curve, though single readings can be large; an effect the other way counts as inactive or inconclusive. The list is partial; the hit share may differ from the screen's.

Every second line gives: TDP-43 yeast inh, HEK293 tox, GLP1R inv ag, Akt phos inh, aSyn rescue, Abeta yeast res, FUS suppressor, Mm-Cpn inhibitor, PTHR1 ag
O=C1C=C(Nc2ccccc2O)c2ccccc2C1=O
    -35%[inhibitor], ?, ?, i, -25%, -29%, nt, -8%, -36%
CCOc1ccccc1NS(=O)(=O)c1ccc2c(c1)N(C)CCO2
    21%, -10%, ?, i, 0%, 10%, 6%, 0%, -49%[inhibitor]
Cc1ccc(N(C)S(=O)(=O)c2c(C)noc2/C=C/N(C)C)cc1
    ?, -14%, ?, i, -15%, -50%[inhibitor], 26%, 1%, -3%
Cc1ccc(NC(=O)CNC(=O)c2cccs2)cc1S(=O)(=O)Nc1ccc(Cl)cc1
    -9%, -14%, ?, i, -1%, ?, 28%, 0%, -21%
CC(NC(=O)C(=O)N1CCOCC1)C(c1cccs1)N1CCN(c2ccc(F)cc2)CC1 (stereo not drawn)
    -2%, -24%, ?, i, 0%, -4%, 16%, 1%, i
COc1ccc(C(=O)COC(=O)c2cccnc2Cl)c(OC)c1
    -6%, 5%, 18%, i, 1%, -5%, 15%, -5%, -18%
CCOc1ccccc1CNS(=O)(=O)c1ccc2[nH]c(=O)ccc2c1
    ?, 1%, 12%, nt, 3%, -5%, -9%, nt, i
Cc1cc(C)cc(NC(=O)CN2C(=O)NC(C)(c3ccccc3)C2=O)c1 (stereo not drawn)
    15%, 1%, ?, i, 5%, 9%, 10%, -7%, i
Cc1oc(-c2ccc(Cl)cc2)nc1CS(=O)CC(=O)NCc1ccc(Cl)cc1 (stereo not drawn)
    0%, -20%, 5%, nt, nt, -2%, -18%, nt, -62%[inhibitor]
Cc1nnc(OCC(=O)NCCC2=CCCCC2)c2ccccc12
    -21%, 2%, 0%, i, 1%, -8%, -4%, -2%, -4%[57.5 µM]
CCOC(=O)c1cncc(C(=O)O)c1
    11%, 0%, 3%, i, 2%, 23%, -5%, 2%, -21%
CCC(=O)N1CCC(C)(C(=O)NCc2cccc(OC)c2)C1 (stereo not drawn)
    21%, 9%, 26%, i, 4%, -7%, -27%, nt, -11%
COc1ccc(N(CC(=O)NCc2ccc(C)cc2)S(=O)(=O)c2c(C)noc2C)cc1
    6%, -8%, -14%, i, -1%, -3%, 0%, -4%, -1%
Cc1ccc(C)c(S(=O)(=O)NCc2ccc(C(=O)N3CCCCCC3)cc2)c1
    0%, -9%, ?, i, 11%, -2%, 26%, -14%, i
CCCCN1C(=O)CN(C2CCCCCC2)C(=O)C1c1ccc(OCCC)c(OC)c1 (stereo not drawn)
    -12%, 12%, 12%, nt, nt, 17%, 17%, nt, -9%
O=C(N/C(=C/c1ccco1)C(=O)N1CCCCCC1)c1cccs1
    7%, -2%, -4%, i, -2%, ?, 52%, 0%, ?
Cc1cc(NS(C)(=O)=O)c(=O)n(Cc2cccc(C(F)(F)F)c2)c1
    10%, 0%, -1%, i, 2%, 3%, -6%, nt, -4%
COc1ccc(NS(=O)(=O)c2cccc3cccnc23)cc1Cl
    -3%, -24%, -26%, i, 3%, -3%, 10%, 5%, i
COc1cccc(CN(C(=O)c2oc3ccc(Br)cc3c2C)C2CCS(=O)(=O)C2)c1 (stereo not drawn)
    ?, -1%, ?, nt, nt, -1%, ?, nt, -56%[inhibitor]
CCCCC(c1nnnn1CS(=O)(=O)c1ccc(C)cc1)N1CCC(C(N)=O)CC1 (stereo not drawn)
    -8%, -5%, -20%, i, -11%, 1%, 31%, 1%, -24%
Cc1cc(Cl)ccc1OCc1cc(=O)n2c3c(sc2n1)CCCC3
    17%, -2%, 14%, nt, nt, 0%, -25%, nt, -25%
CCCCCc1ccc(CC(=O)N2CCOCC2)cc1
    ?, -13%, ?, i, 4%, -1%, 17%, -1%, -50%[inhibitor]
COC(=O)c1ccc(COC(=O)CNC(=O)c2cccs2)cc1
    10%, 6%, 3%, i, 8%, -1%, -13%, 4%, i
C(=C\c1ccccc1)/CN1CCN(C(c2ccccc2)c2nnnn2C2CCCC2)CC1 (stereo not drawn)
    14%, -8%, ?, i, 4%, -2%, -10%, nt, -8%
COc1ccc(-c2csc(NCCc3nc4cc(C(=O)NCCCO)ccc4n3Cc3ccc(C)cc3)n2)cc1
    9%, 2%, 1%, i, 4%, -8%, ?, nt, i
COc1cccc(C(=O)Nc2nnc(CCS(=O)(=O)c3ccc(C)cc3)s2)c1
    -20%, 6%, -12%, i, 2%, 7%, nt, -7%, -70%[inhibitor]
O=P(O)(CCc1ccccc1)C(O)c1ccccc1 (stereo not drawn)
    -7%, 5%, 7%, i, 3%, 1%, 9%, 2%, i
COc1ccc(C(=O)C2CCCN(C(=O)c3cccc(Cn4cccn4)c3)C2)cc1F (stereo not drawn)
    6%, -8%, 15%, i, 1%, -3%, 22%, 0%, -22%
CCCCNC(=O)Oc1cccc(N2CCCC2=O)c1
    3%, -13%, 3%, i, 1%, 6%, 5%, 0%, i
Cc1ccc(S(=O)(=O)N(CC(=O)NCc2ccccn2)c2ccc(Cl)cc2)cc1
    9%, -4%, ?, i, 6%, 10%, 24%, -2%, i

Three compounds from above, showing only Mm-Cpn inhibitor:
| canonical_smiles | Mm-Cpn inhibitor |
| --- | --- |
| O=C1C=C(Nc2ccccc2O)c2ccccc2C1=O | -8% |
| CCOc1ccccc1NS(=O)(=O)c1ccc2c(c1)N(C)CCO2 | 0% |
| Cc1ccc(N(C)S(=O)(=O)c2c(C)noc2/C=C/N(C)C)cc1 | 1% |

The list continues.
Every second line gives: TDP-43 yeast inh, HEK293 tox, GLP1R inv ag, Akt phos inh, aSyn rescue, Abeta yeast res, FUS suppressor, Mm-Cpn inhibitor, PTHR1 ag
COc1ccccc1NC(=O)N1CCCC1C(=O)NCc1ccc(F)cc1 (stereo not drawn)
    11%, 0%, ?, i, 6%, 5%, -11%, 1%, i
CCN1C(=S)SC(=O)C1=C1C=C(C)N(Cc2ccco2)C(C)=C1
    -7%, ?, ?, i, -10%, -10%, 40%, -4%, -11%[57.5 µM]
C=CCn1c(SCc2c(C(=O)OC)sc(N)c2C(=O)OC)nnc1-c1ccc(Br)cc1
    -7%, -3%, ?, i, 14%, 9%, 42%, -4%, i
CCCC(=O)Nc1ccc(C(=O)NCC(=O)OCC)cc1
    1%, -4%, 3%, i, 3%, 10%, 44%, 2%, ?
O=C(CCCCC(=O)N1CCOCCOCCOCC1)OCc1ccccc1
    -25%, 16%, 4%, i, 0%, -16%, 17%, 0%, -9%
Cc1ccccc1NC(=S)N(CCCN1CCCCC1)Cc1ccco1
    -2%, -5%, -13%, i, 2%, -21%, 8%, -1%, i
O=C(COC(=O)CNC(=O)c1ccco1)NCCN1C(=O)CSC1=O
    19%, 9%, 47%[activator], i, 1%, 4%, 29%, -1%, i
CC(C)Nc1nc(-c2cccnc2)nc(-c2ccc(Cl)cc2)c1C#N
    4%, 19%, 15%, i, -3%, 0%, 4%, -7%, -8%
Cc1ccc(C)c(OCCCCn2ccnc2)c1
    -11%, ?, -9%, nt, -11%, 4%, 2%, -13%, i
Nc1nc(NCC(=O)O)nc(NC2CCCCC2)c1[N+](=O)[O-]
    10%, -2%, 89%[activator], i, -6%, 6%, -3%, 1%, i
CC1CCN(S(=O)(=O)c2ccc(N=NC3=C(O)CC(C)(C)CC3=O)cc2)CC1
    23%, -25%, ?, i, 7%, -5%, -16%, 0%, i
CCOC(=O)C1(C)CCCN(C(=O)c2ccc3snnc3c2)C1 (stereo not drawn)
    16%, -8%, 6%, i, -8%, -17%, -9%, nt, 0%
O=C(CCc1ccc(O)cc1)c1c(O)cc(O)cc1O
    24%, -8%, -15%, i, 4%&2%&3%, 1%, -10%, -1%, i
Cc1oc2cc3oc(=O)c(CCC(=O)NCCCn4ccnc4)c(C)c3cc2c1C
    -15%, -18%, ?, i, 2%, -22%, -4%, 0%, -4%
Cc1csc(NC(=O)c2cnccn2)n1
    23%, 0%, 6%, i, 0%, 14%, 11%, 2%, -8%
COCc1nc2oc3ccccc3c(=O)c2cc1C(=O)OC
    10%, 2%, 7%, i, 0%, -21%, -26%, 2%, i
CC(C)CSc1ncc(-c2cccc(C(F)(F)F)c2)cn1
    ?, -6%, 0%, i, -1%, 6%, -18%, 1%, -2%[57.5 µM]
Cc1ccc(-c2nc3n(n2)C(c2ccccc2Cl)C=C(c2ccc(Cl)cc2)N3)cc1 (stereo not drawn)
    1%, 30%[activator], -9%, nt, nt, 2%, -10%, nt, ?
Cc1cnc(C(=O)OCc2ccc(C#N)cc2)cn1
    0%, 15%, 7%, i, 4%, -10%, 14%, -2%, i
COc1cccc(OCC(=O)Nc2cc(Cl)ccc2Oc2ccccc2)c1
    17%, 3%, ?, i, 10%, -3%, 25%, 2%, -7%
CC(C)c1ccc(NC(=O)Cc2c(C(=O)O)n(C)c3ccccc23)cc1
    12%, 2%, 7%, i, 1%, 7%, 39%, 2%, i
CC1=C(C(=O)OC(C)C)C(c2ccc(Br)s2)NC(=O)N1 (stereo not drawn)
    -18%, ?, -1%, i, 0%, -8%, 6%, 1%, -77%[inhibitor]
O=[N+]([O-])c1cccc(/C(=N/N=C/c2ccccc2Br)C23CN4CN(CN(C4)C2)C3)c1
    1%, -19%, 8%, i, 8%, -9%, 27%, 0%, -15%
CC(=O)N(C(C)=O)c1c(N2CCCC2)c2ccccc2oc1=O
    22%, 6%, -11%, i, 0%, -5%, 28%, 2%, -16%
